CD40 NFkB inh: CD40 pathway inhibition in BL2 cells; BL2 NF-kB luciferase reporter, CD40L-induced, 4 h; inhibition, % at 10 µM; actives 0.94% (n = 83,000); AID 1053188;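 active = mean inhibition of at least 50% with a set share of replicates also reaching that level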;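 note: 0% = neutral control wells and 100% = IKK inhibitor VII at 50 µM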
An asterisk follows results filed as active; [ ] = dose if it differs, or a comment. Not all compounds are listed, so the mix of outcomes need not match the whole.

SMILES	CD40 NFkB inh
Cc1cc(NC(=O)CN2C(=O)NC(C)(CC(C)C)C2=O)no1 (stereo not drawn)	17
Cc1cc(C)c(NC(=O)CN(C)C(=O)C2CC(=O)N(c3cccc4ccccc34)C2)c(C)c1 (stereo not drawn)	9
COc1ccc2c3c(n(C)c2c1)[C@@H](CO)N(C(=O)Nc1cccc(F)c1)CC31CN(Cc2nccs2)C1	-1[25 µM]
CCN(CC)S(=O)(=O)c1ccc(Oc2cccc(C(C)=O)c2)nc1	7
CC1CCC(NC(=O)c2ccc(NS(=O)(=O)c3ccc4[nH]c(=O)[nH]c4c3)cc2)CC1 (stereo not drawn)	-39
CSc1nc2sccc2c(=O)[nH]1	13
C[C@@H]1CCCCO[C@H](CN(C)C(=O)CCCN(C)C)[C@H](C)CN([C@@H](C)CO)C(=O)c2cc(NC(=O)Nc3ccc4c(c3)OCO4)ccc2O1	-18[25 µM]
Cc1noc(C)c1S(=O)(=O)Nc1ccc2c(c1)CC(=O)N([C@@H](C)CO)C[C@@H](C)[C@@H](CN(C)C(=O)Nc1cccc3ccccc13)O2	-20[25 µM]
O=C(CN1C(=O)COc2ccccc21)N1CCOCC1	1
CCc1ccc(OCC(=O)NC(C)C)cc1	0
Cc1ccc2c(n1)sc1c(N)ncnc12	12
COc1ccc(S(=O)(=O)N2CCC(C(=O)NCC(=O)Nc3c(C)cccc3C)CC2)cc1OC	-14
COc1ccc(NC(=O)c2ccccc2SC)c(OC)c1	0
C[C@@H]1CN([C@@H](C)CO)C(=O)c2cc(NC(=O)Nc3ccccc3)ccc2O[C@@H]1CN(C)C(=O)Nc1ccccc1	-16
CCOC(=O)c1sc(C)c2c1NC(C)(c1ccccc1)NC2=O (stereo not drawn)	-1
CCc1noc(C)c1C(=O)NNC(=O)c1ccccc1F	-34
S=c1c2[nH]cnc2ncn1CCSc1ncnc2nc[nH]c12	2
CCc1nc2ccc(C(=O)NCc3ccc4c(c3)OCO4)cn2c1N(C)CCC(C)C	1
O=C(OCc1nnc(-c2ccccc2)o1)C1CCN(C(=O)c2ccc(Cl)cc2)CC1	-6
O=C(C1CCC1)N1C[C@H]2[C@@H](c3ccccc31)[C@@H](CO)N2C(=O)c1ccccc1F	-8
Fc1cccc(Cn2ccc(-c3ccc4c(c3)OCO4)n2)c1	-78
N#CC1(C#N)C(C(N)=O)C1c1ccccc1 (stereo not drawn)	2
CN(C)CC#Cc1ccc([C@@H]2[C@@H](CO)N3CCCCN(C(=O)Nc4cc(F)ccc4F)C[C@H]23)cc1	-3[25 µM]
O=C(Nc1ccc(Br)cc1)c1cccnc1N1CCOCC1	7
CC(=O)N(C)C[C@@H]1Oc2c(cccc2N(C)C)C(=O)N(C)C[C@H]1C	-11

Taken from above.
COc1ccc2c3c(n(C)c2c1)[C@@H](CO)N(C(=O)Nc1cccc(F)c1)CC31CN(Cc2nccs2)C1 in CD40 NFkB inh reads -1[25 µM]
C[C@@H]1CCCCO[C@H](CN(C)C(=O)CCCN(C)C)[C@H](C)CN([C@@H](C)CO)C(=O)c2cc(NC(=O)Nc3ccc4c(c3)OCO4)ccc2O1 in CD40 NFkB inh reads -18[25 µM]

Additional entries follow:
SMILES	CD40 NFkB inh
Cc1nc2ccccc2n1CC(=O)NCCN1CCCC1	5
COC(=O)c1sccc1-n1cccc1C(=O)NCc1ccccc1	15
O=C(O)c1cccc(CN2C(=O)SC(Nc3cccc4ccccc34)C2=O)c1 (stereo not drawn)	13
CC=Cc1ccc2n(c1=O)C[C@H]1[C@H](CO)[C@@H](C(=O)NCCc3cn(C)cn3)[C@@H]2N1C(=O)CC1CC1 (mixture of isomers)	-9[25 µM]
Cc1ccc(-c2nnc(-c3ccc(NC(=O)c4cccs4)cc3)o2)cc1	3
Cc1cc(C)c(OCC(=O)OCC(=O)NCCC2=CCCCC2)c(C)c1	48
NC(=O)NC(=O)COC(=O)c1ccc(OC(F)F)cc1	4
Nc1cccc(C2=Nc3cccc4cccc(c34)N2)c1	18
COc1ccc(N=Cc2ccccc2O)cc1	-8
Brc1cnc2nc[nH]c2c1	11
O=C(Nc1ccc2c(c1)OCO2)N1CCCc2ccccc21	-6
Cc1nc2ncnn2c(C)c1CCC(=O)NCc1ccco1	8
Cc1ccc(S(=O)(=O)Nc2cccc3c2O[C@H](CN(C)C(=O)Nc2ccc(C(F)(F)F)cc2)[C@@H](C)CN([C@@H](C)CO)C3=O)cc1	1[25 µM]
CC1C(C)N(C(=O)CCl)c2ccccc2N1C(=O)CCl (stereo not drawn)	15
COc1cccc(NC(=S)NC(C)c2ccc(OC)c(OC)c2)c1 (stereo not drawn)	-9
C[C@H]1CN([C@@H](C)CO)C(=O)c2cccc(NS(=O)(=O)c3ccc(F)cc3)c2O[C@H]1CN(C)S(=O)(=O)c1cccs1	5[25 µM]
Cc1cc(C)n2cc(CSc3nnnn3-c3ccccc3)nc2n1	0
Cc1occc1-c1nnc(SCc2nnc(-c3ccc(Cl)cc3)o2)n1C	-22
Cc1c(Br)cc(C(=O)O)c(C)c1C	18
CN(C)C(=O)[C@@H]1[C@@H](CO)[C@@H]2Cn3c(ccc(C4=CCCC4)c3=O)[C@H]1N2S(=O)(=O)c1cn(C)cn1	-9[25 µM]
CCc1nc2cccnc2n1-c1ccc(C(=O)O)cc1	0
C(=N\n1cnnc1)/c1ccc(OCc2cccc3ccccc23)cc1	-69
N#Cc1nc(COc2ccccc2Cl)oc1NCc1cccnc1	4
C[C@H](CO)N1C[C@H](C)[C@H](CN(C)Cc2ccncc2)OCc2ccccc2-c2c(n(C)c3ccccc23)C1=O	2
COc1ccc(C(=O)OCC(=O)Nc2ccc3c(c2)OCO3)cc1S(=O)(=O)N1CCOCC1	0

Ordered by formula weight (descending): part of the list above
SMILES	CD40 NFkB inh
CCN(CC)S(=O)(=O)c1ccc(Oc2cccc(C(C)=O)c2)nc1	7
N#Cc1nc(COc2ccccc2Cl)oc1NCc1cccnc1	4
Cc1cc(NC(=O)CN2C(=O)NC(C)(CC(C)C)C2=O)no1 (stereo not drawn)	17

(list continues)
SMILES	CD40 NFkB inh
CC[C@@H]1Cn2c(c3nc(-c4ccccc4)nc-3n(C)c2=O)N1	-9[25 µM]
CC1(C)Cc2ccccc2-c2nc3n(c(=O)c21)CCCS3	-6
CCOC(=O)c1cc(NC(=O)N(CC)CC)c(C)nc1C	19
Cn1c(CCNC(=O)c2ccco2)nc2cc(NC(=O)NC3CCCCC3)ccc21	-41
CCOC(=O)N1CCN(C(=O)CSc2nc(=O)n3ccc(C)cc3n2)CC1	17
COC(=O)c1ccc(/C=C/C(=O)OCC(=O)Nc2ncc(Cl)cc2Cl)cc1	1
Cn1cc(C(=O)OCC2CCN(CCNS(C)(=O)=O)CC2)c2ccccc21	1[25 µM]
COc1ccc2c3c(n(C)c2c1)[C@@H](CO)N(Cc1ccccc1)CC31CN(S(=O)(=O)c2ccc(C)cc2)C1	20[25 µM]
O=C(CN1CCN(c2ccccc2)CC1)N1CCc2[nH]c3ccccc3c2C1	1
C[C@@H]1CCCCO[C@H](CN(C)C(=O)c2ccncc2)[C@@H](C)CN([C@H](C)CO)C(=O)c2cc(NS(=O)(=O)c3cccs3)ccc2O1	0[25 µM]
Cc1ccc(S(=O)(=O)CCC(=O)OCC(=O)Nc2cc(S(=O)(=O)N3CCOCC3)ccc2C)cc1	-19
Cc1cc(OCCCC(=O)NCCc2ccccn2)ccc1Cl	-9
C[C@@H]1CN([C@@H](C)CO)S(=O)(=O)c2ccc(C#Cc3ccc(F)cc3)cc2O[C@@H]1CN(C)S(=O)(=O)c1cn(C)cn1	28[25 µM]
NC[C@@H]1O[C@H](c2ccccc2)Cc2c1ccc(O)c2O	-9[25 µM]
C[C@H](CO)N1C[C@H](C)[C@@H](CN(C)C(=O)NC2CCCC2)OCc2cn(nn2)CCCC1=O	-3
CO[C@H]1CN(C)C(=O)c2cc(NS(=O)(=O)c3c(C)noc3C)ccc2OC[C@H](C)NC[C@H]1C	-17
CO[C@H]1CN(C)C(=O)c2ccc(NS(C)(=O)=O)cc2OC[C@@H](C)N(C(=O)CN(C)C)C[C@@H]1C	-10[25 µM]
Cc1ccc(SCCC(=O)OC(C)C(=O)Nc2ccccc2)cc1 (stereo not drawn)	7
O=C(C[C@@H]1CC[C@H]2[C@@H](COC[C@@H](O)CN2S(=O)(=O)c2ccc(F)cc2)O1)NCCN1CCCCC1	-5[25 µM]
O=C(NCc1cccnc1)c1nc(-c2ccccc2)n(-c2ccccc2)n1	11
CC(=O)Nc1ccc(S(=O)(=O)N(C)c2ccc(OCC(=O)NCCc3ccccc3F)cc2)cc1	-10
CCC(C)(C)NC(=O)c1cc(OC)c(OC)cc1[N+](=O)[O-]	4
CCc1nc(NCc2cccnc2)c2oc3ccccc3c2n1	4
O=C(Nc1ccccc1)N1CCCCN2[C@H](C1)[C@@H](c1ccc(Br)cc1)[C@@H]2CO	5[25 µM]
C[C@H](NC(=O)C[C@H]1C[C@H]2c3cc(NC(=O)NC4CCCC4)ccc3O[C@H]2[C@H](CO)O1)c1ccccc1	2
Following part.
SMILES	CD40 NFkB inh
CCOc1ccccc1C(=O)OCC(=O)Nc1nnc(-c2ccccc2)o1	-7
NC(=O)C1CCN(C(=O)c2ccc(-c3ccccc3)cc2)CC1	-9
O=C1c2ccccc2S(=O)(=O)N1Cc1cccc(S(=O)(=O)N2CCOCC2)c1	12
C[C@H]1CN([C@@H](C)CO)C(=O)c2cc(C#CC3(O)CCCC3)cnc2O[C@H]1CN(C)S(=O)(=O)c1ccc(F)cc1	-5[25 µM]
COCC(C)n1c(SCC(=O)NC(=O)Cc2ccccc2)nc2ccccc2c1=O (stereo not drawn)	5
CN1CCN(C(=O)C2CC(=O)N(c3ccc(F)c(Cl)c3)C2)CC1 (stereo not drawn)	11
CCc1ccc(C(=O)NNC(=O)[C@H](C)NC(=O)c2ccco2)cc1	-3
Cc1cc(NC(=O)CSc2nnc(C)n2-c2ccccc2C)no1	8
CC(NC(=O)CCNC(=O)c1ccccc1Cl)c1ccc(-n2ccnc2)cc1 (stereo not drawn)	5
COCC(=O)N1CC2(C1)CN(C(=O)NC1CCCC1)[C@@H](CO)c1c2c2ccc(OC)cc2n1C	-2[25 µM]
O=C(NCC1CCCO1)c1ccccc1OCc1ccc(F)cc1 (stereo not drawn)	9
C[C@H](CO)N1C[C@H](C)[C@H](CN(C)C(=O)Nc2ccc3c(c2)OCO3)OCc2ccccc2-c2c(n(C)c3ccccc23)C1=O	29[25 µM]
CCNc1cc(S(=O)(=O)C(F)(F)F)ccc1N	-2
Cc1ccc(CSc2nccc(-c3c(C)nc4ccccn34)n2)cc1	24
O=C(CCC(=O)N1CCN(c2cccc(Cl)c2)CC1)c1cccs1	-4
COc1cc(C(=O)NCC(=O)OCC(=O)Nc2nnc(-c3ccccc3)o2)cc(OC)c1OC	11
O=C(c1ccc(NS(=O)(=O)c2ccc(F)cc2)cc1)N1CCC1	3
CSCCCNC(=O)c1ccc(OC2CCN(C(=O)c3cccnc3)CC2)cc1	0
C/C(=N\NC(=O)c1nc2ccccn2c1C)c1cc2ccccc2o1	-22
CCCc1nc2sc3c(=O)n(N)cnc3c2c2c1CCCC2	5
COCC(=O)N1CC2(CN(Cc3ccccc3)C2)c2c(n(C)c3cc(OC)ccc23)[C@@H]1CO	8[25 µM]
CCOC(=O)c1cc2c(n(-c3ccc(Cl)cc3)c1=O)CCCC2=O	13
CC(C)c1cccc(NC(=O)C[C@H]2CC[C@H]3[C@@H](COc4ccc(NC(=O)c5cnccn5)cc4C(=O)N3C)O2)c1	4[25 µM]
O=C(Cc1ccc(S(=O)(=O)N2CCOCC2)s1)N1CCN(S(=O)(=O)c2cccc([N+](=O)[O-])c2)CC1	6
C[C@H](NC(=O)c1ccccc1Cl)C(=O)OCCOc1cccc(Cl)c1	-2
Remaining list, next part.
SMILES	CD40 NFkB inh
CCN1CCN(c2c(S(=O)(=O)c3ccc(Cl)cc3)cnc3ccccc23)CC1	18
O=C(Cn1cnc2ccccc21)Nc1ccc(C(=O)O)cc1	-4
CC(C)NC(=O)NC(=O)COc1ccc(Br)cc1Br	23
COc1cccc(CC(=O)n2nc(N)c3cc4ccc(OC)cc4nc32)c1	4
COc1ccc(NC(=O)c2ccco2)cc1NC(=O)c1cccnc1	3
Cn1c(=O)c2nc(SCc3ccccc3)n(C)c2n(C)c1=O	43
Cc1csc(=O)n1CC(=O)OCC(=O)NNC(=O)c1ccc([N+](=O)[O-])cc1	3
COc1ccc(CCC(=O)N2CCN(S(=O)(=O)c3cccs3)CC2)cc1	14
c1ccc(-c2cnc(-c3cccnc3)o2)cc1	-39
O=C(NCCCN1CCc2ccccc2C1)Nc1ccc(Cl)cc1	-26
O=C1C2CCC(C(O)C2)N1Cc1ccccc1 (stereo not drawn)	1
CN(C)CCCOC(=O)c1ccccc1	3
COCc1c(C(=O)OCC(=O)N2c3ccccc3CC2C)oc2ccccc12 (stereo not drawn)	4
CCNC(=O)COC(=O)c1cc(C)n(-c2ccccc2)c1C	-30
CC(=O)Nc1ccc2c(c1)CC(=O)N(C)C[C@@H](C)[C@@H](CN(C)C(C)=O)O2	-3
CCOC(=O)/C=c1\s/c(=C\c2ccc3cc(OC)ccc3c2)c(=O)n1CC(=O)NCc1ccc2c(c1)OCO2	10
Cc1oc(-c2ccc(-c3ccccc3)cc2)nc1CN1CCN(CC(=O)N(C)C)CC1	-81
CCc1cnc(N2[C@H](CO)[C@H](c3ccc(C#CCC4CCCC4)cc3)[C@@H]2C#N)s1	26[25 µM]
Cc1cccc(NC(=O)CCC(=O)NCCO)c1	2
COC(=O)CN(c1ccccc1OC)S(=O)(=O)c1ccccc1	2

Gathered by group, those above with a furan ring, fused or not (8)
SMILES	CD40 NFkB inh
Cc1nc2ncnn2c(C)c1CCC(=O)NCc1ccco1	8
Cc1occc1-c1nnc(SCc2nnc(-c3ccc(Cl)cc3)o2)n1C	-22
Cn1c(CCNC(=O)c2ccco2)nc2cc(NC(=O)NC3CCCCC3)ccc21	-41
CCc1nc(NCc2cccnc2)c2oc3ccccc3c2n1	4
CCc1ccc(C(=O)NNC(=O)[C@H](C)NC(=O)c2ccco2)cc1	-3
C/C(=N\NC(=O)c1nc2ccccn2c1C)c1cc2ccccc2o1	-22
COc1ccc(NC(=O)c2ccco2)cc1NC(=O)c1cccnc1	3
COCc1c(C(=O)OCC(=O)N2c3ccccc3CC2C)oc2ccccc12 (stereo not drawn)	4

High-throughput results deposited in PubChem by Broad Institute.
